Bioassay records deposited in PubChem BioAssay by National Center for Advancing Translational Sciences (NCATS).
N370S GC = N370S glucocerebrosidase modulation, Gaucher chaperone candidate; Potency, µM (highest dose often 59.4 µM), for inactives: top-dose activity change, negative = inhibition, hits mostly inhibitors; 330,000 compounds, 0.092% hits; N370S GC spleen homogenate, 4MU-glucoside fluorescence; P04062;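 note: 0% = full enzyme activity and -100% = no enzyme basal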
FEN1 inh = human FEN1 inhibition; P39748; Recombinant FEN1 flap cleavage, fluorescence, 15 min; Potency, µM (highest dose often 114 µM), without a hit: at the top dose activity change, negative = inhibition, hits mostly inhibitors; 390,000 compounds, 0.35% hits; AID 588795; note: nearly all actives have a fitted effect of over 65% in size
Target sequence (P39748 whole entry, looked up): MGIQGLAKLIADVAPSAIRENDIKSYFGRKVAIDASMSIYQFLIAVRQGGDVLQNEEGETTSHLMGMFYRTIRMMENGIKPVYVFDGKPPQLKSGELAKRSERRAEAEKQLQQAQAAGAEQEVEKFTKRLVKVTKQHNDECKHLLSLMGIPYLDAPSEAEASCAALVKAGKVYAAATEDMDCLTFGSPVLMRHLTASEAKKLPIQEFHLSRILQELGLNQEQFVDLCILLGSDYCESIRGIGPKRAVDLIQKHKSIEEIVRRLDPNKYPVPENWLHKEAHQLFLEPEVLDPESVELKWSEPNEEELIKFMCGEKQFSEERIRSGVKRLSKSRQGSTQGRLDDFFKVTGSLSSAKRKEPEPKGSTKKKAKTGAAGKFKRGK
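Nuclease activity of 10 nM FEN1 was measured after 15 min of room-temperature exposure to titrated compounds, by adding 50 nM flap substrate and reading plates at 0 and 15 min.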
TDP1 inh = inhibitors of human tyrosyl-DNA phosphodiesterase TDP1; Q9NUW8; 350,000 compounds, 0.28% hits; Potency, µM (titrated, usually from 130 µM), for inactives: top-dose activity change, negative = inhibition, hits mostly inhibitors; recombinant TDP1, AlphaScreen DNA substrate cleavage; note: nearly all actives have a fitted effect of over 40% in size
Target sequence (Q9NUW8 whole entry, looked up): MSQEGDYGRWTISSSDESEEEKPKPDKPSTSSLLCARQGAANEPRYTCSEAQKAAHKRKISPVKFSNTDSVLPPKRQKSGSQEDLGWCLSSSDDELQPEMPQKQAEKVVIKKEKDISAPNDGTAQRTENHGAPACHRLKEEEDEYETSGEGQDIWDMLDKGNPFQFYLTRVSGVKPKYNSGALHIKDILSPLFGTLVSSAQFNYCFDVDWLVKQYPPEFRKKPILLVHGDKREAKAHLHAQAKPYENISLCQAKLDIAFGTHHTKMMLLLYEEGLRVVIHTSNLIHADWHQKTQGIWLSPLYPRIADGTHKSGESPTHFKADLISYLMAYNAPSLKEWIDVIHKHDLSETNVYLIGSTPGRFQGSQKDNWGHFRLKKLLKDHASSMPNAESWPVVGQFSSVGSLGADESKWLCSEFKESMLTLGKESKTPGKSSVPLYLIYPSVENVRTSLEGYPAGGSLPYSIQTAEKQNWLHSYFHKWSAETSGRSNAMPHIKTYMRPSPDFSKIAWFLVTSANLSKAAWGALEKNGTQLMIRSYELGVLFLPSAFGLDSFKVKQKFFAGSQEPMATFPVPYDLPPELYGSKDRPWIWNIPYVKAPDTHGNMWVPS
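Enzyme-compound mixtures sat 15 min at room temperature, followed by a 5 min reaction with 15 nM final substrate and 10 min with AlphaScreen beads. Recombinant human Tdp1 was used at 1 nM final.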
* = called active by the depositor; ? = inconclusive; nt = not tested or not shown; & = joins results of further samples; [ ] = dose if it differs, or a comment. Calls come from the whole dose curve; as a rule, active = well fitted curve in the direction sought with a large enough effect; inconclusive = small, poorly fitted or top-dose-only effect, or another doubt; inactive = no such curve, though single readings can be large; an effect the other way counts as inactive or inconclusive. Unless noted, % is set by controls: 0 for no effect and ±100 for the full control effect; potency is the fitted concentration of half-maximal effect.

# | FEN1 inh | N370S GC | TDP1 inh | Molecule
1 | -26% | nt | 2%[12.3 µM] | CCOC(=O)c1cnc2c(C)cc(C)cc2c1NCCN1CCOCC1
2 | -1% | -16% | -3% | COc1ccc(S(=O)(=O)N2CCN=C2SCc2cccc(F)c2)cc1
3 | -13% | -7% | 3% | O=C1Nc2ccc([N+](=O)[O-])cc2C1=Nc1cccc(CO)c1
4 | 1% | -5% | 0% | Cn1c(SCC(=O)Nc2cccc(S(=O)(=O)N3CCOCC3)c2)nnc1-c1ccncc1
5 | 10% | -6% | 7% | CCOC(=O)CN(C(=O)CSc1nnc(CNc2ccc(C)cc2C)n1CC)c1ccccc1
6 | -1% | -4% | nt | CCOC(=O)CCN(Cc1cccs1)S(=O)(=O)c1ccc(Cl)cc1
7 | 4% | 6% | 3% | Cn1c2c(c(=O)n(C)c1=O)CN(CCN1CCNCC1)CN2
8 | -12% | 0% | 5%[56.1 µM] | Cc1ccc(C)c(NC(=O)NNC(=O)CCc2ccccc2)c1
9 | nt | -2% | -2% | Cc1cc(-c2ccccc2)nc(N2CCC(C(=O)NCc3ccccc3Cl)CC2)n1
10 | nt | -5% | 8%[56.1 µM] | COc1ccccc1CNc1cc(-c2cccc(NS(C)(=O)=O)c2)ncn1
11 | 2% | -4% | 6% | Cc1cccc(N=Cc2cc(Br)cc(Cl)c2O)c1
12 | -12% | -4% | 4% | CCN(CC)S(=O)(=O)c1cccc(C(=O)N2CCCc3ccccc32)c1
13 | -4% | -1% | 8% | Fc1ccc2nc(Nc3nc4cc5c(cc4s3)OCCO5)sc2c1
14 | 0% | nt | 5% | Cc1ccc(C)c(NC(=O)C(CC(C)C)N2Cc3ccccc3C2=O)c1 (stereo not drawn)
15 | 3% | nt | 14% | CCOC(=O)c1ccc(NC(=O)c2nn(C)c3c2COc2ccccc2-3)cc1
16 | -11% | -21% | 5% | COc1ccc(S(=O)(=O)N2CCN(c3ccc4nnc(-c5ccc(F)cc5)n4n3)CC2)cc1
17 | -16% | ? | 5% | Cc1c(Cl)cccc1Nc1nc(N)nc(CN2CCc3ccccc3C2)n1
18 | nt | -10% | -4% | COc1cc2cc(Oc3ccc4ccc(=O)oc4c3)c(=O)oc2cc1OC(=O)C=C(C)C
19 | 2% | 0% | 12% | Cc1ccc(O)c(C(=O)c2cnc(/N=C(\N)N(C)C)nc2)c1
20 | 5% | -2% | 4% | Cc1nc2ccc([N+](=O)[O-])cc2c(=O)n1Cc1ccc(F)cc1
21 | 0% | -9% | 10% | Cc1cc(F)ccc1S(=O)(=O)N1CCCOC1CNC(=O)C(=O)NCCc1c[nH]c2ccccc12 (stereo not drawn)
22 | -16% | nt | -1% | Cc1ccc(C(=O)NNCC(=O)Nc2ccc(Cl)cc2F)cc1
23 | 2% | -3% | -2% | CC(C)(C)OC(=O)N/N=C\c1ccc(OC(=O)c2cccs2)cc1
24 | 2% | -1% | -2% | CCN(CC)S(=O)(=O)c1cccc(-c2nnc(SCC(=O)NC3CCCCCCC3)n2N)c1
25 | -12% | 10% | -8% | COC(=O)c1ccc(N=NN2CCCCCC2)cc1
26 | -13% | -1% | 5% | O=C(CCCN1C(=O)/C(=C\c2ccccc2)SC1=S)Nc1ccccc1O
27 | nt | -11% | 9% | C#CCOCCOCCOCCNc1nc(N2CCN(C(=O)[C@H]([C@@H](C)CC)n3cc([C@@H](N)CO)nn3)CC2)nc(N2CCN(C(=O)[C@H](Cc3cc4ccccc4[nH]3)n3cc([C@@H](N)C(C)CC)nn3)CC2)n1 (stereo partly drawn)
28 | -11% | 0% | 7% | COC(=O)c1c(C)oc2ccc(NS(=O)(=O)c3cc(OC)ccc3OC)cc12
29 | -2% | 0% | -2% | CN1CCc2c(sc3nc(SCC(=O)NCc4ccco4)n(-c4ccccc4)c(=O)c23)C1
30 | -1% | -4% | 3% | COc1cc(/C=C/C(=O)O)cc(S(=O)(=O)Nc2cccc(SC)c2)c1OC
31 | -5% | nt | 3%[56.1 µM] | Cc1n[nH]c(=O)c2c(NC(=O)CSc3cc(Cl)ccc3Cl)oc(C)c12
32 | -12% | -3% | nt | O=C(NCCCn1ccnc1)c1ccc(C(F)(F)F)cc1
33 | 18% | -6% | 4% | CCC(=O)N1c2ccccc2-c2nnc(SC)nc2OC1c1ccc(N(C)C)cc1 (stereo not drawn)
34 | -8% | nt | 7% | CCOC(=O)C1CCCN(S(=O)(=O)c2ccc3[nH]c(=O)oc3c2)C1 (stereo not drawn)
35 | -14% | 1% | nt | COc1cccc(CNC(=O)c2ccccc2-c2ccccc2C(=O)O)c1
36 | -3% | 27% | 3% | COc1ccc(CN(Cc2cc3cc4c(cc3[nH]c2=O)OCO4)C(=O)NC2CCCCC2)cc1
37 | 2% | -1% | 6% | CCc1cc(C(=O)Nc2ccc(OC)nc2)sc1C
38 | 14% | nt | 0% | NC(=O)c1nc(C(=O)N2CCN(c3ccccc3)CC2)c2ccccc2n1
39 | -8% | 9% | 1% | COc1ccc(NC(=O)Nc2nc3ccccc3s2)cc1
40 | 8% | 2% | nt | CCC1(c2ccc(F)cc2)NC(=O)N(CC(=O)NCc2ccc(C)cc2)C1=O (stereo not drawn)
41 | 0% | nt | 9% | Cc1ccc(-c2nc(CS(=O)CC(=O)N3CCN(c4cccc(Cl)c4)CC3)c(C)o2)cc1 (stereo not drawn)
42 | -12% | -1% | -3% | Cc1oc(-c2ccc3c(c2)OCCO3)cc1C(=O)NC(CCC(=O)O)C(=O)O (stereo not drawn)
43 | 3% | nt | 4% | COc1ccc(CN(C)C[C@H]2Oc3c(NC(=O)Nc4ccccc4)cccc3C(=O)N([C@H](C)CO)C[C@@H]2C)cc1
44 | 6% | 20% | 3% | CC(C)c1nc(SCC(=O)Nc2nc3c(s2)CCCC3)c2ccccc2n1
45 | -26% | nt | 4% | COc1ccc2sc(-c3ccc(N(C)C)cc3)c(C#CCCO)c2c1
46 | -2% | 5% | 4% | C[N+]1(CC(=O)Nc2ccc(F)cc2)CCN(C(=O)c2ccco2)CC1
47 | -13% | 3%&-15% | -9%&1% | CC(Cc1ccccc1)C(=O)Nc1ccccc1 (stereo not drawn)
48 | 2% | -25% | -5% | COc1ccc(CN(C)C2CCCCC2)c(C)c1C
49 | -1% | 2% | 5% | NNC(=O)c1ccc(N2CCCCCC2)c([N+](=O)[O-])c1
50 | -6% | -12% | 12% | O=C(O)Cc1sc(NCCc2ccccc2)nc1-c1ccc(F)cc1
51 | -6% | -7% | nt | CC(C)CC(=O)c1c[nH]c(C(=O)O)c1
52 | -6% | 24% | 12%[56.1 µM] | Cc1ccc(C2CC(C(F)F)n3ncc(C(=O)Nc4c(C)nn(Cc5c(F)cccc5Cl)c4C)c3N2)cc1 (stereo not drawn)
53 | -3% | ? | -3% | CC(C)CCNC(=O)COC(=O)/C=C/c1ccc2ccccc2n1
54 | -12% | -7% | nt | CCC(C)c1ccc(C(CC)NC(=O)C2CCCO2)cc1 (stereo not drawn)
55 | 5% | nt | 0% | COc1ccc(OC)c(NC(=O)COC(=O)C2CCCCC2)c1
56 | -9% | 11% | 0% | Cc1nc(Nc2ccccc2C(F)(F)F)sc1C(=O)N(C)C
57 | -1% | -4% | -5% | CC(C)(C)n1ncc2c(=O)n(CC(=O)OCc3ccccc3)cnc21
58 | 5% | 5% | 0% | CC(=O)N1c2c(cc(Br)cc2S(=O)(=O)N2CCN(C(=O)c3ccco3)CC2)CC1C (stereo not drawn)
59 | -1% | 5% | 5% | O=C(Nc1nccs1)c1nc(-c2ccccc2)n(-c2ccccc2)n1
60 | -5% | 23% | 7% | O=S(=O)(NCc1ccccc1)c1cnc[nH]1

3 compounds from above, arranged by count of non-hydrogen atoms, low to high:
# | FEN1 inh | N370S GC | TDP1 inh | Molecule
51 | -6% | -7% | nt | CC(C)CC(=O)c1c[nH]c(C(=O)O)c1
50 | -6% | -12% | 12% | O=C(O)Cc1sc(NCCc2ccccc2)nc1-c1ccc(F)cc1
36 | -3% | 27% | 3% | COc1ccc(CN(Cc2cc3cc4c(cc3[nH]c2=O)OCO4)C(=O)NC2CCCCC2)cc1

The list goes on.
# | FEN1 inh | N370S GC | TDP1 inh | Molecule
61 | -2% | -2% | 10% | O=C(N/N=C/c1cc(Br)ccc1O)c1ccncc1
62 | 7% | -3% | 0% | Clc1ccc(Sc2oc(/C=N/n3cnnc3)cc2Br)cc1
63 | -17% | -1% | -6% | NC(=O)COC(=O)[C@H](Cc1c[nH]c2ccccc12)NC(=O)c1ccc(F)cc1
64 | -6% | nt | 1% | O=C(CCNS(=O)(=O)c1ccc2nsnc2c1)N1CCN(c2ccncc2)CC1
65 | -7% | -2% | 3% | COc1cccc(NC(=O)NC2(C(F)(F)F)Oc3ccccc3O2)c1
66 | -1% | 5% | -2%[56.1 µM] | Cc1cc(NC(=O)CSc2nc3ccsc3c(=O)n2NC(=O)c2ccccc2)no1
67 | -1% | 6% | 8% | CCn1c(CSc2nc(C)cs2)nc2cc(S(=O)(=O)N(C)C)ccc21
68 | -10% | -1% | 0% | Cc1ccccc1N=C1Nc2ccccc2CS1
69 | -20% | -12% | nt | COC(=O)c1ccc(Cn2nc(-c3cc(C)ccc3C)ccc2=O)cc1
70 | -22% | nt | -3% | Clc1ccc(Cn2cc3c(n2)-c2cc4ccccc4n2C3)cc1
71 | 12% | 2% | 0% | COCCNC(=O)c1sc2ncn(CC(=O)Nc3ccc(C)c(Cl)c3)c(=O)c2c1C
72 | -1% | -4% | nt | CC(=O)N1CCN(C(c2ccccc2)c2ccccc2)CC1
73 | 0% | 1% | 6% | O=C(CC1CC2CCC1C2)NCCc1ccc(Cl)cc1 (stereo not drawn)
74 | 0% | 0% | 6% | CSCCC(C(=O)OCC(=O)c1ccc(C)c(C)c1)N1C(=O)c2cc(Cl)c(Cl)cc2C1=O (stereo not drawn)
75 | 3% | 12% | 4% | COc1ccc(-c2noc(CN3CCCCC3c3nccn3C)n2)cc1 (stereo not drawn)
76 | -13% | -3% | 11% | CCN(CC)c1ccc(/C=C(\C#N)C(N)=S)cc1
77 | 2% | -17% | 3% | COc1ccc(CCNS(=O)(=O)c2cn(C)nc2C)cc1OC
78 | 1% | 1% | 8% | Cc1cccc(NC(=O)c2n[nH]c([N+](=O)[O-])c2Br)c1C
79 | 11% | 1% | 2% | CN1C(=O)C2(OCCCO2)c2cc(Cl)ccc21
80 | 1% | -2% | -3% | O=c1[nH]c2c(c(=O)[nH]1)CCC2
81 | 4% | 2% | 2% | Cc1noc(C)c1CSc1ccccc1C(=O)N1CCN(c2ccccc2)CC1
82 | -2% | nt | 9% | CCCSCCCNC(=O)c1sc2nc(C)cc(C)c2c1-n1cccc1
83 | -2% | 0% | 2% | CC(=O)c1ccc(S(=O)(=O)Nc2cccc(S(=O)(=O)NC3=NCCC3)c2)cc1
84 | 0% | 0% | 2% | COc1ccc(CCn2cnc(=O)c(C#N)c2C)cc1OC
85 | -4% | 28% | -7% | CN(C)S(=O)(=O)N(CC(=O)N(Cc1ccccc1)Cc1ccccc1)c1ccccc1
86 | 1% | nt | 8% | Cc1cccc2nc(-c3ccc(Cl)s3)c(Nc3ccc4c(c3)OCCO4)n12
87 | -2% | -8% | 6% | COC(=O)C(C#N)C(=C1C(=O)CC(C)(C)CC1=O)c1ccc(O)cc1 (stereo not drawn)
88 | 10% | nt | 5% | O=C(NCCCc1nc2ccccc2n1Cc1cccc(Cl)c1)C1CCCCC1
89 | 5% | -1% | 3% | C(#CC12CC3CC(CC(C3)C1)C2)CN1CCOCC1
90 | -6% | -14% | -1% | O=C(NCc1n[nH]c(=S)n1-c1ccc(Br)cc1)c1cccs1
91 | 7% | 5% | 2% | O=c1[nH]nc(Cc2ccccc2)c2ccccc12
92 | 2% | 1% | 0% | COc1ccc(-c2nc(CS(=O)CC(=O)NCCCN3CCCC(C)C3)c(C)o2)cc1OC (stereo not drawn)
93 | 1% | -4% | 2% | COc1cc(C(=O)OCCN2CCOCC2)ccc1O
94 | -6% | -7% | 5% | CC1CN(C(=O)/C=C/c2ccc([N+](=O)[O-])s2)CC(C)O1 (stereo not drawn)
95 | 6% | -19% | nt | O=C(O)c1ccc(Nc2ccc3nonc3c2[N+](=O)[O-])cc1
96 | 1% | nt | 2% | CCCCN(C(=O)c1ccc(N2CCCC2=O)cc1)c1c(N)n(CCC)c(=O)[nH]c1=O
97 | 3% | -8% | 12% | Cc1onc(-c2ccccc2Cl)c1C(=O)N1CCN(c2ccc(F)cc2)CC1
98 | 10% | 0% | nt | COc1ccccc1CNC(=O)C1CCCCN1S(=O)(=O)c1ccccc1 (stereo not drawn)

An excerpt of these results, with one line to a screen:
[20] Cc1nc2ccc([N+](=O)[O-])cc2c(=O)n1Cc1ccc(F)cc1
[29] CN1CCc2c(sc3nc(SCC(=O)NCc4ccco4)n(-c4ccccc4)c(=O)c23)C1
[63] NC(=O)COC(=O)[C@H](Cc1c[nH]c2ccccc12)NC(=O)c1ccc(F)cc1
[93] COc1cc(C(=O)OCCN2CCOCC2)ccc1O
[70] Clc1ccc(Cn2cc3c(n2)-c2cc4ccccc4n2C3)cc1
screen / no. | 20 | 29 | 63 | 93 | 70
FEN1 inh | 5% | -2% | -17% | 1% | -22%
N370S GC | -2% | 0% | -1% | -4% | nt
TDP1 inh | 4% | -2% | -6% | 2% | -3%
